Bioassay records from PubChem BioAssay.
PAFAH1B2 inh: PAFAH1B2 enzyme inhibitors, primary screen, biochemical, fluorescence polarization, human | recombinant PAFAH1B2, FP-rhodamine activity probe | AID 492953, 2010 | Platelet-activating factor acetylhydrolase IB subunit alpha2 (Homo sapiens), P68402 | inhibition, % at 3.39 µM | 340,000 tested, 1.2% active;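 active = inhibition above the mean of all tested compounds plus 3 SD, cut at about 24% in these data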;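 also: 0% = enzyme with DMSO and 100% = wells lacking PAFAH1B2; many of its hits are not listed in these tables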
PAFAH1B3 inh: PAFAH1B3 enzyme inhibitors, primary screen, biochemical, fluorescence polarization, human; recombinant PAFAH1B3, FP-rhodamine probe; inhibition, % at 3.39 µM; 340,000 tested, 0.28% active;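 active = inhibition above the screen-wide average of all tested compounds plus 3 SD, cut at about 25% in these data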;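 also: 0% = enzyme with DMSO only and 100% = wells lacking PAFAH1B3 protein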
GSTO1 inh: inhibitors of recombinant GSTO1, primary screen, counter-screen for RBBP9 inhibitor project, biochemical, fluorescence polarization; AID 1974, 2009; 300,000 tested, 1.1% active; Glutathione S-transferase omega-1 (Homo sapiens), P78417; activity-based probe fluorescence polarization; inhibition, % at 5.96 µM;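 active = inhibition above the campaign mean inhibition plus 3 SD, cut at about 35% in these data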;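 also: 0% = GSTO1-1 with DMSO and 100% = wells lacking GSTO1-1 enzyme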
pPAFAH inh: pPAFAH enzyme inhibitors, primary screen, biochemical, fluorescence polarization, human | 330,000 tested, 1.5% active | Platelet-activating factor acetylhydrolase (Homo sapiens), Q13093 | inhibition, % at 3.39 µM | recombinant pPAFAH, FP-rhodamine probe fluorescence polarization;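 active = inhibition above the mean inhibition across the screen plus 3 SD, cut at about 25% in these data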;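 also: inhibitors block binding of the rhodamine activity-based probe so polarization drops; 0% = enzyme with DMSO and 100% = wells lacking pPAFAH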
Target sequence (Q13093 whole entry, looked up): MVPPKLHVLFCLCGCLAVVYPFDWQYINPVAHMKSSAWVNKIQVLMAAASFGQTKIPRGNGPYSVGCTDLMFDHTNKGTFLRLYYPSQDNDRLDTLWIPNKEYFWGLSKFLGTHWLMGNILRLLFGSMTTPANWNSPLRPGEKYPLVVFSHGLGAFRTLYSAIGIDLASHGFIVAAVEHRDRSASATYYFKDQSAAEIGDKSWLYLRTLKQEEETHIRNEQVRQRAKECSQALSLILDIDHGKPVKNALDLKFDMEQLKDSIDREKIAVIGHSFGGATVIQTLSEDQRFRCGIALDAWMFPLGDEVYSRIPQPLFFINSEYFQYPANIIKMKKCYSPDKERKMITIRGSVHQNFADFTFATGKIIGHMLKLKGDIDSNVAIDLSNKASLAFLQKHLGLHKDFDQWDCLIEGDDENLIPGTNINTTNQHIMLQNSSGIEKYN
PME-1 inh: PME-1 inhibitors via competitive probe labeling, primary screen, biochemical, fluorescence polarization, FP-Rh probe, HTS | Protein phosphatase methylesterase 1 (Homo sapiens), Q9Y570 | recombinant PME-1 | inhibition, % at 5.9 µM | 320,000 tested, 0.53% active | AID 2130, 2009;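 active = inhibition above the campaign mean of all compounds plus 3 SD, cut at about 26% in these data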;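 also: competitive labeling of PME-1 active site by serine hydrolase directed probe; 0% = PME-1 with DMSO and 100% = wells lacking PME-1 enzyme; inhibitors block probe labeling so polarization falls and inhibition rises; many of its hits are not listed in these tables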
Target sequence (Q9Y570 whole entry, looked up): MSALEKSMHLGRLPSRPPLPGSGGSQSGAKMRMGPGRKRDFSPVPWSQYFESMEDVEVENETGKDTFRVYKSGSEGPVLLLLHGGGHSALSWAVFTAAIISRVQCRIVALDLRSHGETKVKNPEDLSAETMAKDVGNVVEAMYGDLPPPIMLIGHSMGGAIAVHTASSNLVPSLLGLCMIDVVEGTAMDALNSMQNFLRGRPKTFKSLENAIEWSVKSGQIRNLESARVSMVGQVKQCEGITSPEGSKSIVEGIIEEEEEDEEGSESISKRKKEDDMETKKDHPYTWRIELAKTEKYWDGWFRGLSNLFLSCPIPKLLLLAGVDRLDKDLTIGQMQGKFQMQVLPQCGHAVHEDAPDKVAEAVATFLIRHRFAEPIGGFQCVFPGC
PAD4 FP inh: human PAD4 inhibitors, primary screen, biochemical, fluorescence polarization, 1536-well format; recombinant PAD4, RCA probe fluorescence polarization; inhibition, % at 6.36 µM; 330,000 tested, 0.41% active;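 active = percent inhibition above a cutoff equal to the mean of all tested compounds plus 3 SD, cut at about 15% in these data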;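 also: 0% = PAD4 with RCA probe and DMSO and 100% = probe without PAD4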
Fam108B counter: mouse Fam108B serine hydrolase inhibitors, primary screen, counter-screen for RBBP9 inhibitor project, biochemical, fluorescence polarization. recombinant Fam108B, FP-Rh probe fluorescence polarization. inhibition, % at 9.51 µM. 300,000 tested, 0.33% active;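 active = inhibition above the screen mean inhibition plus 3 SD, computed separately per campaign, cut at about 18% in these data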;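 also: inhibitors lower polarization as less probe binds the enzyme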
PAFAH2 FP inh: PAFAH2 enzyme inhibitors, primary screen, biochemical, fluorescence polarization, human | recombinant PAFAH2, FP-rhodamine activity probe | inhibition, % at 3.39 µM | 340,000 tested, 0.99% active;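 active = inhibition above the mean over all tested compounds plus 3 SD, cut at about 30% in these data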;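 also: inhibitors block probe labeling of enzyme so polarization drops; 0% = enzyme with DMSO and 100% = wells lacking PAFAH2 protein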
LYPLA1 inh: LYPLA1 inhibitors, primary screen, counter-screen for PME1 inhibitor project, biochemical, fluorescence polarization, FP-Rh probe ABPP | 320,000 tested, 0.16% active | recombinant LYPLA1 | Acyl-protein thioesterase 1 (Homo sapiens), O75608 | inhibition, % at 5.9 µM;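 active = inhibition above the mean of all tested compounds plus 3 SD, set per campaign, cut at about 14% in these data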;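 also: inhibitors block serine hydrolase probe labeling of LYPLA1 so polarization falls; 0% = enzyme with DMSO and 100% = wells lacking LYPLA1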
An asterisk follows results filed as active; . = not tested or not shown. This is a subset; count on the stated rates, not on these rows.

SMILES | PAFAH1B2 inh | PAFAH1B3 inh | GSTO1 inh | pPAFAH inh | PME-1 inh | PAD4 FP inh | Fam108B counter | PAFAH2 FP inh | LYPLA1 inh
CCCCN(C(=O)CCC(=O)Nc1cc(C)on1)C(C(=O)NC(C)(C)C)c1ccccc1Cl (stereo not drawn) | -2 | -1 | 10 | 3 | 2 | 5 | -1 | -4 | -2
CC1CCCCC1NC(=O)c1ccc(CSc2nc3ccncc3[nH]2)cc1 (stereo not drawn) | 1 | 1 | 0 | 2 | -4 | 3 | 4 | 6 | 0
O=C(C1=C(O)C(=O)N(c2nccs2)C1c1ccccc1)c1cc2ccccc2o1 (stereo not drawn) | -2 | 2 | -23 | -8 | -5 | -45 | -3 | 12 | 0
N#CCSc1nc2ccc(N3CCOCC3)cc2c(=O)n1CCc1ccccc1 | 4 | 14 | 25 | 11 | 8 | 3 | 1 | 11 | 1
CCCOc1ccc(N2CC(C(=O)Nc3ccc4c(c3)OCO4)CC2=O)cc1 (stereo not drawn) | 8 | 6 | 5 | -2 | -3 | -1 | 1 | 0 | -1
CCC(=O)NC(=S)Nc1ccc(S(=O)(=O)NC(C)=O)cc1 | 0 | 0 | 2 | 4 | -2 | -4 | -4 | 7 | 0
Cc1[nH]nc(Nc2ccc(Br)cc2)c1[N+](=O)[O-] | 10 | 1 | 2 | 5 | 6 | 5 | 3 | 7 | 2
CC(OC(=O)C1=Cc2ccccc2OC1)C(=O)NC(C)(C)C (stereo not drawn) | 1 | 0 | 10 | 2 | 2 | 3 | 1 | 0 | 2
Cc1ccc(C(=O)/C=C/Nc2ccccn2)cc1 | 0 | 4 | 0 | 6 | 1 | -5 | 3 | -4 | 2
COc1ccc(CCn2c(N)c(C#N)c3nc4ccccc4nc32)cc1OC | -1 | 9 | 57* | 2 | 34* | 24* | 4 | 2 | 0
CCCCOC(=O)CSC1=C(C#N)C(c2ccccc2OC)C(C#N)C(=O)N1 (stereo not drawn) | 3 | -3 | 13 | 4 | 2 | 1 | -4 | 7 | 4
CC(C)OC(=O)CSc1nc2cc3c(cc2cc1C#N)OCO3 | -1 | -1 | 0 | 12 | 0 | 4 | 0 | 5 | -1
CCO[C@H]1OC(C(=O)NCc2ccccc2)=C[C@@H](c2ccc3c(c2)OCO3)[C@@H]1CCCO | 11 | 6 | -2 | -1 | 4 | 0 | 4 | -1 | 2
O=c1[nH]ncc2c3ccccc3n(Cc3ccccc3F)c12 | 4 | 0 | -6 | 3 | 3 | 5 | 0 | 6 | 2
N#C/C(=C\c1ccccc1)C(=O)Nc1ccccn1 | -1 | 1 | 3 | 2 | 3 | 4 | 0 | 7 | 5
O=C(CNC(=O)c1sc2ccccc2c1Cl)NCc1ccccc1 | -2 | 2 | 0 | 6 | -1 | -4 | 0 | -1 | -2
O=C(NCc1cccnc1)c1ccccc1NS(=O)(=O)c1ccc(F)cc1F | 6 | 10 | -4 | 3 | -5 | 1 | -2 | 1 | -2
O=C(COc1coc(CN2CCN(c3ccccc3)CC2)cc1=O)NC1CCCC1 | 0 | -1 | -1 | 2 | -2 | -5 | 0 | -1 | -1
COc1cccc(C(=O)NCCS(=O)(=O)NCCCc2ccccc2)c1 | 2 | 3 | 7 | 2 | -6 | 1 | 7 | -2 | 0
Cc1cccn2c(=O)c3cc(C(=O)NCCN4CCOCC4)c(=N)n(Cc4ccc(F)cc4)c3nc12 | 4 | 6 | -6 | 2 | -8 | 3 | -2 | 6 | 0
O=C(CN1CCOCC1)Nc1c2c(nc3ccccc13)N(Cc1ccccc1)CC2 | 2 | 3 | -3 | 2 | 5 | 0 | 3 | 12 | 2
O=C(O)c1cccc(CSc2nc(-c3ccc(Cl)cc3)cc(C(F)(F)F)n2)c1 | 0 | -3 | -2 | 10 | -26 | 1 | -14 | 4 | -20
O=C(NCCCN1CCCC1=O)c1sc2ccccc2c1Cl | 0 | 4 | 0 | 2 | 7 | -1 | -7 | 4 | -1
Cc1nc(C(=O)NCC(=O)c2ccccc2)c(C(F)(F)F)o1 | 0 | 0 | 0 | -4 | 2 | -3 | -1 | 4 | 0
NC(=O)C1CCCN(CC(=O)Nc2ccccc2C(=O)NC2CC2)C1 (stereo not drawn) | 4 | 7 | . | 2 | 1 | 5 | . | -6 | -1
CCOC(=O)Cn1c(=O)n(Cc2ccco2)c(=O)c2ccc(C(=O)NC3CCCC3)cc21 | 7 | 1 | -2 | 0 | 6 | 2 | -2 | -2 | 1
O=C(COc1ccccc1)NCCSCc1ccc(Cl)cc1 | 3 | 2 | 6 | 11 | -3 | -1 | 4 | -2 | -5
Cc1cc(C)c2c(N)c(S(=O)(=O)c3ccccc3)sc2n1 | 4 | -1 | -8 | -1 | 13 | 3 | -1 | 3 | -1
Cc1cccc(NC2=NCC(=O)N2Cc2cccs2)c1 | 3 | 8 | -4 | 4 | -1 | -3 | 0 | -5 | 2
O=C(Nc1ccccc1)N(Cc1ccc2c(c1)OCO2)Cc1nc2ccccc2c(=O)[nH]1 | 8 | 9 | -5 | -7 | -2 | -1 | -3 | 1 | -1
O=[N+]([O-])c1ncn(C23CC4CC(CC(C4)C2)C3)n1 | 9 | 4 | 0 | 5 | 1 | 0 | -4 | 4 | -4
NC(=O)CCCc1nc(-c2ccccc2Cl)no1 | 2 | 2 | -5 | 9 | 0 | -3 | 3 | 7 | 1
Cc1ccccc1-n1c(-c2ccc3ccccc3n2)n[nH]c1=S | 6 | 14 | 2 | -9 | -8 | 4 | 1 | 1 | -1
O=C(NCc1ccncc1)Nc1cccc(Cl)c1 | 6 | 2 | 7 | -4 | -3 | 1 | -2 | -2 | 3
Cc1c(NC(=O)C(C)c2ccc(CC(C)C)cc2)c(=O)n(-c2ccccc2)n1C (stereo not drawn) | 1 | 2 | 1 | 6 | 4 | 5 | -2 | 1 | 4
CNc1nnc(SCC(=O)c2cc(C)n(C3CC3)c2C)s1 | 4 | 11 | . | 3 | 3 | -1 | . | 3 | 6
C=CCOc1cccc(C2/C(=C(/O)c3ccccc3)C(=O)C(=O)N2CCN2CCOCC2)c1 (stereo not drawn) | -1 | -9 | -1 | 4 | 0 | -7 | 2 | -6 | 2
CCOC(=O)C1CCN(CCC(=O)Nc2ccc(C)cc2)CC1 | 2 | 2 | 3 | 3 | -1 | -3 | 1 | 3 | 4
CCCn1c(COc2ccc(C(=O)O)cc2)nc2ccccc21 | 6 | 14 | 9 | 4 | -1 | -1 | 4 | 14 | 0
O=C(c1ccc(S(=O)(=O)N2CCCCC2)cc1)N1CCN=C1SCc1cccnc1 | -1 | 4 | -3 | 6 | 1 | 0 | 0 | -1 | 2
Cc1cccc(NC(=O)Cn2c(=O)oc3ccccc32)n1 | 2 | 4 | -2 | 6 | -1 | 1 | 0 | 4 | 3
COc1ccc(CNC(=O)COC(=O)C2=COCCO2)cc1 | 5 | 9 | 15 | 3 | -1 | -2 | 4 | 1 | -1
O=C(Nc1ccc(OC(=O)c2cccs2)cc1)c1ccco1 | -1 | 0 | -6 | 3 | -4 | 2 | -9 | -15 | 0
CN(c1ccccc1)S(=O)(=O)c1cccc(C(=O)NCc2ccccc2)c1 | 10 | 0 | . | 3 | 10 | -3 | . | 13 | 0
Cc1ccc(/C(O)=C2/C(=O)C(=O)OC2c2ccc(Cl)cc2)cc1 (stereo not drawn) | 4 | -5 | -16 | 5 | 1 | 0 | -1 | 5 | 2
CSc1ccccc1-c1nnc(-c2ccc(Cl)cc2Cl)o1 | 0 | -3 | -1 | 4 | -1 | 2 | -11 | -2 | 0
O=C(N/N=C/c1ccccc1C(=O)O)c1cccc(S(=O)(=O)Nc2cc(Cl)ccc2Cl)c1 | 9 | 2 | 0 | 7 | -1 | -4 | -3 | 16 | -5
COc1ccc(NC(=O)CSc2nc3c(c(=O)n2-c2ccccc2)SCC3)c(OC)c1 | 4 | 6 | 2 | -2 | 3 | -1 | -2 | -8 | 0
Cc1ccc(NC(=O)CSc2n[nH]c(C)c2[N+](=O)[O-])cc1 | 3 | 6 | 0 | 8 | -6 | 0 | 1 | -1 | 2
COc1ccc(Br)cc1CN(C)C(=O)c1ccncc1 | 1 | 0 | -4 | 1 | 2 | -3 | -3 | -27 | -3
